Fam108B counter: Fam108B inhibition, counter-screen for RBBP9 inhibitors. recombinant Fam108B, FP-Rh probe fluorescence polarization. inhibition, % at 9.51 µM. hit rate 0.33% among 300,000. AID 1947;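 active means inhibition above the screen mean inhibition plus 3 SD, computed separately per campaign, cut at about 18% in these data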;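 further: inhibitors lower polarization as less probe binds the enzyme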
PAFAH2 inh: PAFAH2 (human) inhibition; Q99487; recombinant PAFAH2, FP-rhodamine activity probe, fluorescence polarization; inhibition, % at 3.39 µM; hit rate 0.99% among 340,000; AID 492956;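 active means inhibition above the mean over all tested compounds plus 3 SD, cut at about 30% in these data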;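 further: inhibitors block probe labeling of enzyme so polarization drops; 0% = enzyme with DMSO and 100% = wells lacking PAFAH2 protein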
PAFAH1B3 FP inh: blocks human PAF acetylhydrolase 1B catalytic subunit 3. recombinant PAFAH1B3, FP-rhodamine probe, fluorescence polarization. inhibition, % at 3.39 µM. hit rate 0.28% among 340,000;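 active means inhibition above the screen-wide average of all tested compounds plus 3 SD, cut at about 25% in these data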;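 further: 0% = enzyme with DMSO only and 100% = wells lacking PAFAH1B3 protein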
PAFAH1B2 FP inh: inhibitors of human PAFAH1B2 | inhibition, % at 3.39 µM | recombinant PAFAH1B2, FP-rhodamine activity probe, fluorescence polarization | AID 492953 | hit rate 1.2% among 340,000 | P68402;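 active means inhibition above the mean of all tested compounds plus 3 SD, cut at about 24% in these data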;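 further: 0% = enzyme with DMSO and 100% = wells lacking PAFAH1B2; many of its hits are not listed in these tables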
Target sequence (P68402 whole entry, looked up): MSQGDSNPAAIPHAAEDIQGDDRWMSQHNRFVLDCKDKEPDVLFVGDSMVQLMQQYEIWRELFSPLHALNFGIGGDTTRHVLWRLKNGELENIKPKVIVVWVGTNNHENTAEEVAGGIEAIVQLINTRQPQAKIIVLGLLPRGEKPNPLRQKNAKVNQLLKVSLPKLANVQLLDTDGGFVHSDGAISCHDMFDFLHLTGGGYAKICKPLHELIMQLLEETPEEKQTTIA
LYPLA1 inh: blocks human lysophospholipase 1, a PME1 counter-screen; O75608; recombinant LYPLA1, FP-Rh probe fluorescence polarization; inhibition, % at 5.9 µM; hit rate 0.16% among 320,000; AID 2174;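 active means inhibition above the mean of all tested compounds plus 3 SD, set per campaign, cut at about 14% in these data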;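 further: inhibitors block serine hydrolase probe labeling of LYPLA1 so polarization falls; 0% = enzyme with DMSO and 100% = wells lacking LYPLA1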
pPAFAH FP inh: inhibitors of human plasma PAF acetylhydrolase (pPAFAH). hit rate 1.5% among 330,000. inhibition, % at 3.39 µM. recombinant pPAFAH, FP-rhodamine probe fluorescence polarization. AID 463082;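 active means inhibition above the mean inhibition across the screen plus 3 SD, cut at about 25% in these data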;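 further: inhibitors block binding of the rhodamine activity-based probe so polarization drops; 0% = enzyme with DMSO and 100% = wells lacking pPAFAH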
Target sequence (Q13093 whole entry, looked up): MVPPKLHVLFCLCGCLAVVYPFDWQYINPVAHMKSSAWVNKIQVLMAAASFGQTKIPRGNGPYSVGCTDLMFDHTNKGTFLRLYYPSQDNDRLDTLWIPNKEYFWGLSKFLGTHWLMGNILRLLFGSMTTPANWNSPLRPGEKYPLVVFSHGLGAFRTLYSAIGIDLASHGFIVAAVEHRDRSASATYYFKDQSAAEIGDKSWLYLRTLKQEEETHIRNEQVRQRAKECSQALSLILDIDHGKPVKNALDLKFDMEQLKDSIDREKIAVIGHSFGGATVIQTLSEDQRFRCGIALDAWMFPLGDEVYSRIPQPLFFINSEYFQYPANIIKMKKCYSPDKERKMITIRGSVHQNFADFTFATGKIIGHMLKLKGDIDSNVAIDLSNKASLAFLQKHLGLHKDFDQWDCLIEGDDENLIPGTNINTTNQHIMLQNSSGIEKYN
PAD4 FP inh: blocks human protein arginine deiminase 4; hit rate 0.41% among 330,000; AID 485272; inhibition, % at 6.36 µM; recombinant PAD4, RCA probe fluorescence polarization;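 active means percent inhibition above a cutoff equal to the mean of all tested compounds plus 3 SD, cut at about 15% in these data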;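 further: 0% = PAD4 with RCA probe and DMSO and 100% = probe without PAD4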
GSTO1 counter: blocks human GSTO1 in RBBP9 counter-screen; recombinant GSTO1, activity-based probe fluorescence polarization; P78417; hit rate 1.1% among 300,000; inhibition, % at 5.96 µM; AID 1974;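 active means inhibition above the campaign mean inhibition plus 3 SD, cut at about 35% in these data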;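 further: 0% = GSTO1-1 with DMSO and 100% = wells lacking GSTO1-1 enzyme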
Target sequence (P78417 whole entry, looked up): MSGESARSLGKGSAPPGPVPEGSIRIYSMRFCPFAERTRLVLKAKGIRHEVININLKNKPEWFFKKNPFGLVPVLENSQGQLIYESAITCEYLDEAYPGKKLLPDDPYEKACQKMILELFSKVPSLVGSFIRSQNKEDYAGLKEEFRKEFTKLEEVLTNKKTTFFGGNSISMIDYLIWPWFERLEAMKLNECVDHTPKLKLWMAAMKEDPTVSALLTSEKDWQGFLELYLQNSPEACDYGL
PME-1 primary: PME-1 (human) inhibition. Q9Y570. recombinant PME-1, FP-Rh probe fluorescence polarization. inhibition, % at 5.9 µM. hit rate 0.53% among 320,000. AID 2130;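 active means inhibition above the campaign mean of all compounds plus 3 SD, cut at about 26% in these data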;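 further: competitive labeling of PME-1 active site by serine hydrolase directed probe; 0% = PME-1 with DMSO and 100% = wells lacking PME-1 enzyme; inhibitors block probe labeling so polarization falls and inhibition rises; many of its hits are not listed in these tables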
The depositor's hits bear a star; . = not tested or not shown. This is a subset; rates above refer to the full screens.

Below each SMILES – Fam108B counter | PAFAH2 inh | PAFAH1B3 FP inh | PAFAH1B2 FP inh | LYPLA1 inh | pPAFAH FP inh | PAD4 FP inh | GSTO1 counter | PME-1 primary
CCn1c(SCC(=O)N2CCCc3ccccc32)nnc1-c1cccs1
    -3 | -3 | 0 | 3 | 0 | 2 | 3 | -2 | 5
CCc1ccc(NC(=O)[C@@H](NC(=O)[C@@H]2Cc3ccccc3CN2)C(C)CC)cc1 (stereo partly drawn)
    -2 | 3 | 3 | 3 | -5 | 1 | 0 | -1 | -2
CC(C)CCN1CC(C(=O)N2CCN(c3ccc(F)cc3)CC2)CC1=O (stereo not drawn)
    3 | 9 | -1 | 7 | 1 | 3 | 3 | -1 | -1
COC(=O)c1cc(OC)c(OC)cc1NC(=O)c1ccc(OC)cc1
    -3 | 3 | -2 | 2 | 7 | 3 | 4 | 13 | -4
CN1/C(=C\C(=O)c2cccc(S(=O)(=O)N3CCCCC3)c2)C(C)(C)c2ccccc21
    -2 | 3 | 4 | 1 | -4 | 1 | -1 | 4 | 1
COc1ccc(CN(C(C)=O)c2cccc(C)c2C)cc1
    1 | -1 | 1 | -1 | 0 | 0 | 1 | 4 | -1
COC(=O)[C@H](CCSC)NC(=O)Cn1cnc2c(OCc3ccccc3)ncnc21
    . | 8 | 12 | 0 | . | 1 | -3 | . | .
CN(c1ccccc1C(=O)N1CCN(c2ccccc2)CC1)S(C)(=O)=O
    7 | 7 | -7 | -2 | -1 | 1 | 0 | -2 | 0
CCSC1=NSC2=NC(=O)/C(=C\c3coc4ccccc4c3=O)C(=N)N12
    43* | 33* | 7 | 11 | -11 | 7 | -20 | -44 | -2
COc1ccc(Cn2c(=O)[nH]c3cc(C(=O)N4CCN(c5ccccn5)CC4)ccc3c2=O)cc1
    0 | -4 | -5 | 0 | 1 | 3 | -2 | 1 | -5
CCOC(=O)c1cc2sccc2n1CC(=O)OC
    -6 | 0 | 0 | 1 | -5 | 0 | 1 | 10 | -4
Cc1nc(NC(=O)c2cccnc2Cl)sc1C
    -1 | -1 | 2 | 3 | 4 | 3 | -4 | 8 | 7
Oc1ccc(Cl)cc1CNCc1cccc2ccccc12
    4 | 18 | -2 | 2 | -1 | 3 | 4 | 4 | 3
Cc1onc(-c2ccccc2)c1NC(=O)N(CCC#N)Cc1ccccc1
    -2 | . | . | . | -1 | 2 | -1 | -4 | 0
O=C(NC1CC1)C1CC(=O)N(c2cccc(Cl)c2Cl)C1 (stereo not drawn)
    -1 | 3 | 9 | 2 | -2 | 0 | -4 | 0 | 0
O=[N+]([O-])c1ccccc1S(=O)(=O)Nc1ccn(Cc2c(F)cccc2Cl)n1
    0 | 9 | -1 | 13 | -1 | 1 | -8 | 15 | 8
CN(c1cccc(NC(=O)c2ccccc2N(C)S(=O)(=O)c2ccccc2)c1)S(C)(=O)=O
    0 | -1 | 6 | 4 | -1 | -1 | 6 | 5 | 1
COc1ccc(C2C(C(=O)c3sc(C)nc3C)=C(O)C(=O)N2CCN(C)C)cc1OC (stereo not drawn)
    1 | 2 | 2 | 2 | 1 | -1 | 1 | 8 | 2
S=c1[nH]nc(-c2ccccn2)n1/N=C/c1ccc(Br)s1
    2 | -19 | 6 | 4 | -3 | 16 | 3 | 5 | 1
CCOc1ccc(OCCOC(=O)CN2C(=O)NC3(CCCC3)C2=O)cc1
    -1 | 0 | 6 | -1 | 1 | 6 | -2 | -2 | 4

Following part
Below each SMILES – Fam108B counter | PAFAH2 inh | PAFAH1B3 FP inh | PAFAH1B2 FP inh | LYPLA1 inh | pPAFAH FP inh | PAD4 FP inh | GSTO1 counter | PME-1 primary
COC(=O)c1cc(OC)c(OC)cc1NC(=O)c1cccc(C)c1
    5 | -8 | 7 | -1 | -1 | -5 | 1 | 0 | -5
C=CCn1cc(C(=O)N2CCN(C)CC2)c(=O)c2cc(S(=O)(=O)N3CCCC3)ccc21
    0 | -1 | 3 | 7 | 0 | -4 | 1 | 2 | -1
Cc1ccc(CSCc2ccc(C(=O)NCCC(C)C)o2)cc1
    0 | -2 | 4 | 12 | 1 | 8 | -2 | 0 | -1
CCCCC1=CC2=CC(=O)C(C)(OC(=O)CC)C(=O)C2=CN1c1ccc(OC)cc1 (stereo not drawn)
    -3 | 9 | 4 | 5 | 4 | 2 | -9 | 15 | 2
CN1C(=O)C(CC(=O)O)S/C1=N\N=C\c1ccc(O)cc1O (stereo not drawn)
    -2 | -5 | 1 | 4 | -4 | 2 | -1 | 24 | -2
CCC(CC)CN1CCN=C1Nc1ccccc1
    -6 | 1 | -6 | -1 | -2 | 2 | -4 | -4 | 1
Cc1cc(N/C=C\c2nnnn2-c2ccccc2)no1
    2 | -5 | 7 | 3 | -1 | 5 | -2 | 3 | -6
O=C1CC(c2ccccc2)c2cccc(F)c21 (stereo not drawn)
    -3 | 3 | 2 | 4 | -3 | 4 | -2 | -1 | 2
Cc1ccc(CNC(=O)Cn2cnc(C(=O)Nc3ccc(C)c(C)c3)n2)o1
    . | -6 | 10 | -1 | . | 5 | -5 | . | .
CC(C(=O)NCCN1C(=O)S/C(=C\c2cccs2)C1=O)N1C(=O)c2ccccc2C1=O (stereo not drawn)
    -2 | -1 | 11 | 0 | 2 | 5 | 1 | -1 | 1
COc1ccc(C(=O)OCC(=O)c2ccc(F)cc2)cc1OC
    . | 60* | 0 | 2 | . | 2 | 5 | . | .
Cc1ccc(NC(=O)C2CC(O)CN2C(=O)Oc2ccccc2)c(C)c1 (stereo not drawn)
    -1 | 0 | 8 | 6 | 0 | 1 | -2 | 9 | 0
O=C(CSc1nnc2scc(-c3ccccc3)n12)NCc1ccc2c(c1)OCO2
    -1 | -3 | 9 | 4 | 3 | 4 | -1 | -2 | 2
Cc1ccc2c(NC(=S)NC(=O)c3ccccc3)cccc2n1
    -2 | -5 | 3 | -3 | 2 | 1 | -8 | -9 | -1
CC(C)C(OC(=O)c1cccs1)C(=O)NCc1ccc2c(c1)OCO2 (stereo not drawn)
    -5 | -3 | -1 | 0 | 2 | -2 | 2 | 3 | -2
CCOC(=O)CSc1nc(C)cc2c1C(=O)OC2
    -1 | 6 | 8 | 2 | 3 | 4 | 0 | 7 | -2
Cc1c(C=O)c2ccccc2n1CC(=O)O
    2 | 4 | 1 | 11 | 0 | 0 | 0 | -5 | 4
Cc1ccc(-c2cc(=O)c3cc(Cl)ccc3[nH]2)cc1
    4 | . | . | . | 3 | 0 | -1 | 5 | -3
Cc1ccc(-n2c(-c3ccc(Cl)cc3)c[n+]3c2CCC3)cc1
    0 | -3 | 0 | -8 | 1 | 0 | 5 | 5 | 0
O=C(CSc1ncnc2ccccc12)NCCCO
    6 | 5 | 4 | -4 | 0 | 3 | 0 | 2 | -6

Whole records from above:
CC(C(=O)NCCN1C(=O)S/C(=C\c2cccs2)C1=O)N1C(=O)c2ccccc2C1=O (stereo not drawn) as listed: Fam108B counter: -2; PAFAH2 inh: -1; PAFAH1B3 FP inh: 11; PAFAH1B2 FP inh: 0; LYPLA1 inh: 2; pPAFAH FP inh: 5; PAD4 FP inh: 1; GSTO1 counter: -1; PME-1 primary: 1
Cc1cc(N/C=C\c2nnnn2-c2ccccc2)no1 as listed: Fam108B counter: 2; PAFAH2 inh: -5; PAFAH1B3 FP inh: 7; PAFAH1B2 FP inh: 3; LYPLA1 inh: -1; pPAFAH FP inh: 5; PAD4 FP inh: -2; GSTO1 counter: 3; PME-1 primary: -6

Later entries
Below each SMILES – Fam108B counter | PAFAH2 inh | PAFAH1B3 FP inh | PAFAH1B2 FP inh | LYPLA1 inh | pPAFAH FP inh | PAD4 FP inh | GSTO1 counter | PME-1 primary
CN1CCN(C(c2ccc(Cl)cc2)c2cc(Cl)c3cccnc3c2O)CC1 (stereo not drawn)
    0 | 4 | 5 | 6 | -4 | 7 | -1 | -16 | -3
CCc1cc(=O)oc2cc(C)cc(OCc3nn[nH]n3)c12
    1 | 10 | 0 | -1 | 0 | -1 | -3 | -8 | 0
CCOC(=O)c1ccc(CC2SC(N)=NC2=O)cc1 (stereo not drawn)
    5 | 11 | 2 | 3 | 1 | 0 | -1 | 3 | -3
C/C(CC(=O)Nc1ccccc1C(F)(F)F)=N\NC(=O)c1cnccn1
    1 | 3 | 8 | 3 | -8 | -1 | -2 | 0 | 1
COc1ccc(/C=N/NC(=O)C(=O)/C=C2\NC3(CCCC3)Cc3ccccc32)cc1
    -15 | -14 | 0 | -5 | -14 | 1 | -1 | -5 | -10
Cc1ccc(NC(=O)CCC(=O)N2CCOCC2)nc1
    -1 | 1 | 12 | 3 | 4 | 4 | -6 | 3 | 0
COc1ccccc1/C=C/C(=O)Nc1nc(N)n(-c2ccccc2)n1
    -1 | 5 | 8 | 1 | -4 | -1 | 2 | -1 | -2
Cc1cccc2c(SCC(=O)NCC3CCCO3)nc(-c3ccc(F)cc3)nc12 (stereo not drawn)
    0 | 7 | 2 | -4 | -2 | 7 | 2 | -11 | -6
COc1cc(OC)cc(C(=O)N[C@H](C(=O)Nc2nc(-c3ccc(OC)c(OC)c3)cs2)C(C)C)c1
    5 | -5 | -3 | 5 | 2 | 0 | 7 | -3 | 0
Cc1ccc(NC(=O)COc2ncnc3ccccc23)cc1S(=O)(=O)N1CCOCC1
    3 | 1 | 8 | 2 | -3 | -1 | -3 | 7 | 4
COc1ccccc1NC(=O)c1sc2ncn(CC(=O)Nc3ccccc3)c(=O)c2c1C
    -37 | -15 | -21 | -16 | 0 | 8 | -5 | 2 | -4
CCCSc1nc2sc3c(c2c(=O)[nH]1)CC(C)CC3 (stereo not drawn)
    -5 | 5 | 5 | 4 | -1 | -1 | -3 | -4 | 5
CCNC(=S)Nc1cc2oc3ccccc3c2cc1OC
    6 | 7 | -3 | 2 | 0 | 7 | -2 | -1 | 10

Gathered by group, the entries above with a thiophene ring, fused or not
Below each SMILES – Fam108B counter | PAFAH2 inh | PAFAH1B3 FP inh | PAFAH1B2 FP inh | LYPLA1 inh | pPAFAH FP inh | PAD4 FP inh | GSTO1 counter | PME-1 primary
CCn1c(SCC(=O)N2CCCc3ccccc32)nnc1-c1cccs1
    -3 | -3 | 0 | 3 | 0 | 2 | 3 | -2 | 5
CCOC(=O)c1cc2sccc2n1CC(=O)OC
    -6 | 0 | 0 | 1 | -5 | 0 | 1 | 10 | -4
S=c1[nH]nc(-c2ccccn2)n1/N=C/c1ccc(Br)s1
    2 | -19 | 6 | 4 | -3 | 16 | 3 | 5 | 1
CC(C(=O)NCCN1C(=O)S/C(=C\c2cccs2)C1=O)N1C(=O)c2ccccc2C1=O (stereo not drawn)
    -2 | -1 | 11 | 0 | 2 | 5 | 1 | -1 | 1
CC(C)C(OC(=O)c1cccs1)C(=O)NCc1ccc2c(c1)OCO2 (stereo not drawn)
    -5 | -3 | -1 | 0 | 2 | -2 | 2 | 3 | -2
COc1ccccc1NC(=O)c1sc2ncn(CC(=O)Nc3ccccc3)c(=O)c2c1C
    -37 | -15 | -21 | -16 | 0 | 8 | -5 | 2 | -4
CCCSc1nc2sc3c(c2c(=O)[nH]1)CC(C)CC3 (stereo not drawn)
    -5 | 5 | 5 | 4 | -1 | -1 | -3 | -4 | 5

Screening results as filed in PubChem BioAssay.
